Bioassay records as filed in PubChem.
GSK3A inh – blockers of GSK3A enzyme activity – biochemical, luminescence, cell-free homogeneous, HTS, primary screen; GSK-3 alpha kinase, ADP-Glo luminescence, 60 min; inhibition, % at 10 µM; hit rate 0.1% among 320,000; AID 2650, 2010;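 in the data active means inhibition above about 50%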;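 further: GST-tagged GSK-3 alpha with peptide substrate and 25 µM ATP; 0% = DMSO neutral wells and 100% = GW8510 positive control wells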
Target sequence (P49840 whole entry, looked up): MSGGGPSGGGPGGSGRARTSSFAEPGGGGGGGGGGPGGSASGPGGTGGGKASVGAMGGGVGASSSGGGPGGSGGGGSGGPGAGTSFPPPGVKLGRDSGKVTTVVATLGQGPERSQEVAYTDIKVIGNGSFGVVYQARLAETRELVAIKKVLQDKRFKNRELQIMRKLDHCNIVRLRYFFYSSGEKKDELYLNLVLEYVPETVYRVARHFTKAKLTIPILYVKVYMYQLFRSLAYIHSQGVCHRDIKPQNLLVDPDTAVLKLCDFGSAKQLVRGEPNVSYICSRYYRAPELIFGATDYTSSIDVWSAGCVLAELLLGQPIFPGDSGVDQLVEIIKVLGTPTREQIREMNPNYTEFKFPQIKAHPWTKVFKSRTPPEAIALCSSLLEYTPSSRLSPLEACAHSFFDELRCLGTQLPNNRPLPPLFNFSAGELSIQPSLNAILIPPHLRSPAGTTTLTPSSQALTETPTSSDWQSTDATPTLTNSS
aSyn UTR inh – MLPCN primary screen, SNCA 5' untranslated region. alpha-synuclein 5'UTR reporter, inhibitor activity. inhibition, % (tested at 7.5 µM). hit rate 0.82% among 300,000; in the data active means inhibition above about 60%;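 further: H4 neuroglioblastoma cells stably carrying SNCA 5'UTR luciferase fusion; 0% = DMSO wells and 100% = positive control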
HSF-1 act – HSF-1 activators, primary screen, NIH3T3-HGL cells, MG132 stress, luminescence, single point | NIH3T3-HGL HSF-1 luciferase reporter, 8 h; 100% = twice DMSO control signal | activation, % at 9 µM | hit rate 1.7% among 300,000 | AID 504408, 2011;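 active means mean replicate activation of at least 50% with a set share of replicates each reaching 50%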;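 further: 0% = median of the neutral control wells and 100% = twice that signal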
IEC-6 cytotox – cytotoxicity in IEC-6 intestinal epithelial cells, primary screen, cytotoxicity control for KLF5 inhibitor project, cell-based, luminescence; IEC-6 cytotoxicity, luminescence viability; inhibition, % at 5 µM; hit rate 0.78% among 290,000; AID 1825, 2009; in the data active means inhibition above about 22%;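 further: 0% = plate median of test compound wells and 100% = cytotoxic reference compound wells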
HIF activator – HIF pathway transcriptional activators, primary screen, cell-based, U2OS HRE-luciferase, luminescence. activation, % at 7.5 µM (by protocol). hit rate 0.32% among 300,000. U2OS HRE-luciferase reporter; normalized: DMSO 0%, desferrioxamine 100%;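 active means mean activation of at least 10% of the iron chelator positive control signal, with at least half of replicates also reaching 10%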
HSP90 inh – HSP90 inhibitors, primary screen, cell lysate, luminescence; Rabbit reticulocyte lysate, luciferase refolding luminescence, 3 h; inhibition, % at 5.6 µM; hit rate 0.91% among 290,000;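 active means inhibition above the screen-wide mean plus 3 SD, computed separately per campaign, cut at about 16% in these data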;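 further: 0% = DMSO wells and 100% = 60 µM geldanamycin wells; inhibitors lower the luminescence because luciferase stays unfolded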
KLF5 inh – KLF5 expression inhibitors, primary screen, DLD-1 cells, luminescence. inhibition, % at 5 µM. hit rate 0.23% among 290,000. DLD-1 KLF5 promoter-luciferase reporter;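 active means inhibition above a per-plate limit of that plate's mean compound inhibition plus 3 SD, cut at about 60% in these data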;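 further: 0% = DMSO wells and 100% = LY294002 at 200 µM; higher means less KLF5 promoter-driven luciferase light; inactives centre near -14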
HSF1 inhib – HSF1 inhibitors in luciferase reporter cells, primary screen, cell-based, NIH3T3, luminescence. hit rate 0.77% among 300,000. activity change, negative = inhibition, % at 7.5 µM (by protocol). NIH3T3-HGL HSE-luciferase, MG132-induced, luminescence 8 h; hits give low values;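 active means more than half of replicate wells show activity change below -50%, luminescence cut by over half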;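 further: luciferase reports HSF-1 transcriptional activity via heat shock element; 0% = median of DMSO wells and -100% = zero luminescence signal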
GSK3beta inhib – human GSK3beta kinase inhibitors, primary screen, biochemical, cell-free homogeneous, HTS; Glycogen synthase kinase-3 beta (Homo sapiens), P49841; hit rate 0.038% among 300,000; GST-GSK3beta kinase, ADP-Glo luminescence, 60 min; hits give low values; activity score (negative = inhibition), % at 10 µM; AID 2097, 2009;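 active means more than half of replicate wells score below -50%, meaning over 50% inhibition versus plate controls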;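 further: 0% = median DMSO wells and -100% = median GW8510 positive control wells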
Target sequence (P49841 whole entry, looked up): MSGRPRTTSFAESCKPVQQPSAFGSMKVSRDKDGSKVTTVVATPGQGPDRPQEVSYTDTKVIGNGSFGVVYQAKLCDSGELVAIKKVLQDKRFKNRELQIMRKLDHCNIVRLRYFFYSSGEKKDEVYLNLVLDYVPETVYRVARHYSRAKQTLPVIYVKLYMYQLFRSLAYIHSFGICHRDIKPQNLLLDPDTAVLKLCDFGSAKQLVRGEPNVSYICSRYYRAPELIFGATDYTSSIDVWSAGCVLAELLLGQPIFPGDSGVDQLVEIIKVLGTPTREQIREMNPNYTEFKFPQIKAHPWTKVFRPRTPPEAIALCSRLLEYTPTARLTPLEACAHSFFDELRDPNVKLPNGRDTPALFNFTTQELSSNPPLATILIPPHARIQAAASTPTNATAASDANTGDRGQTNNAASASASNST
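test system = GST-tagged human GSK3beta kinase, cell-free | reagent = 25 µM ATP with peptide substrate | dosing = one dose of 10 µM per compound | schedule = 60 min reaction, RT | detection = luminescent ADP-Glo measurement of ADP formed | control set = DMSO neutral wells and GW8510 at 20 µM as positive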
AI-2 QS modul – Vibrio harveyi AI-2 quorum sensing modulators, primary screen, JMH597 strain, luminescence/OD600 ratio | hit rate 0.4% among 300,000 | activity change, % at 7.5 µM | AID 2094, 2009 | Vibrio harveyi JMH597 AI-2 luminescence/OD600 ratio, 9 h; hits give low values; strain lacks LuxN and CqsS sensors; 0 = neutral-control median; in the data active means activity change below about -75%, passing the limit was not always enough;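 further: luminescence divided by OD600 gain over 9 h not by final OD600 alone; inactives centre near 13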
The depositor's hits bear a star; · = no result given.

SMILES	GSK3A inh	aSyn UTR inh	HSF-1 act	IEC-6 cytotox	HIF activator	HSP90 inh	KLF5 inh	HSF1 inhib	GSK3beta inhib	AI-2 QS modul
O=C1c2cccc3cccc(c23)C(=O)N1CCCN(C(=O)c1cccs1)c1cccc(F)c1	-5	-28	-1	1	-0.3	-6	-5	-1	-3	17
CCCC(NS(=O)(=O)c1ccc(C)cc1)C(=O)O (stereo unspecified)	-2	15	5	7	-0.3	6	-14	0	2	19
COc1ccc(-c2csc3nc(C)nc(N4CCN(c5ccc(C(C)=O)cc5)CC4)c23)cc1OC	-1	-33	7	0	0.2	3	-2	-3	0	26
O=C(Nc1ccc(N2CCOCC2)c(Cl)c1)C1CCCCC1	2	-69	2	3	0.5	-4	-45	-1	3	37
COc1ccccc1NC(=O)COc1ccc(Br)cc1CNCCCN1CCOCC1	-1	-20	-5	-5	-0.7	0	-12	-5	0	14
CCN(CC)C(=O)Cn1cc(C(=O)C(=O)NCC2COc3ccccc3O2)c2ccccc21 (stereo unspecified)	0	·	·	0	·	2	-5	·	3	4
CC(=O)N(c1ccccc1)C(C)c1nc(C#N)c(C#N)nc1C (stereo unspecified)	-2	-7	31	-2	0.5	3	-4	8	0	10
O=C(NS(=O)(=O)Nc1ccccn1)c1c[nH]c2ccccc12	0	32	-9	5	0.1	0	-8	-5	2	7
CN(C)c1ncccc1-c1nc2ccccc2s1	3	-3	10	-2	0.0	1	-10	7	-1	20
O=C(Nc1ccc(-n2cnnn2)cc1)c1cn2ccccc2n1	-1	-89	14	-1	1.1	-1	-28	12	0	-2
O=C(/C=C/c1ccc(Cl)cc1Cl)NCCSCc1ccccc1	3	-15	-2	3	-0.3	0	-10	-1	1	-1
CCCCCn1c(=O)[nH]c2cc(C(=O)NCCCN3CCCCC3C)ccc2c1=O (stereo unspecified)	2	-26	5	-4	0.1	0	-17	1	·	·
COc1ccccc1NC(=O)COC(=O)c1cnc(C)cn1	-2	-38	5	-2	-0.3	-1	-1	-5	0	15
O=S(=O)(NC1=NCCCCCC1)c1cccs1	-2	21	·	2	-0.5	-2	-23	-5	2	3
Cc1cc(N2CCCC2)ccc1NC(=O)CN1C(=O)NC(C)(c2ccccc2)C1=O (stereo unspecified)	-3	24	0	-3	-2.8	-1	-19	-1	-2	-11
CCCCOn1c(C)c(C(=O)OCC)c2c3nonc3ccc21	16	10	2	2	-1.4	-2	-5	-5	2	21
COc1ccc(C(=O)NNC(=O)CCC(=O)NNC(=O)c2ccc(OC)cc2)cc1	0	-9	-2	-3	-0.2	-3	-20	-5	2	9
CCCCNC(=O)c1ccc(NC(C)=O)c(Cl)c1	-1	18	-2	-12	-0.2	2	-18	-1	1	29
COC(=O)C1(CC2CC(c3ccc(Cl)cc3)=NO2)CCN(C(=O)OC(C)(C)C)CC1 (stereo unspecified)	-2	-21	1	·	-4.2	·	·	-13	-1	23
CCOC(=O)C(=Cc1ccc(-c2ccsc2C(=O)OC)o1)C(=O)OCC	0	-88	90*	9	1.2	-5	-21	75	0	2
COc1cccc(C(=O)N2CCC(O)(c3cccnc3)CC2)c1	-1	15	-20	3	-0.2	0	1	-7	-25	9
CCOc1ccccc1NC(=O)C1Cc2ccccc2CN1S(C)(=O)=O (stereo unspecified)	-1	4	-1	-3	0.2	-3	-26	-4	-2	20
O=C(COc1ccc2c3c(c(=O)oc2c1)CCC3)N[C@@H](CSCc1ccccc1)C(=O)O	-4	-6	3	0	-0.1	-1	-28	2	2	24
COc1ccc(C2=NS(=O)(=O)N(C)C(C(=O)N3C(C)CCCC3C)=C2)cc1 (stereo unspecified)	1	-11	-13	6	0.2	-3	-26	-3	3	23
N#CCc1ccc(OC(=O)c2cccnc2Cl)cc1	0	-59	-2	·	0.3	·	·	-5	2	2
CC(C)CC(C)N1CCC(n2nccc2NC(=O)CCc2ccccc2)CC1 (stereo unspecified)	-1	-28	-6	14	-0.3	3	-13	1	3	13
CNS(=O)(=O)c1cccc(C(=O)OCC(=O)N2c3ccccc3CC2C)c1 (stereo unspecified)	-1	27	-42	0	0.7	2	4	-24	1	11
CCN(CC)S(=O)(=O)c1ccc(C2=NOC3(C2)N(C)c2ccccc2C3(C)C)cc1 (stereo unspecified)	-1	50	9	-2	-0.9	-4	-24	6	0	-2
Cc1cc(NC(=O)c2cc(C3CC3)on2)no1	-1	-96	12	5	2.5	3	-63	9	0	16
Cc1ccc(-c2nnc(SCC#CCOC(=O)c3ccco3)o2)cc1	-1	-66	7	1	2.5	2	-39	0	3	23
CCOC(=O)c1[nH]c(C)c(CN(Cc2ccco2)C(=O)C(F)(F)F)c1C	0	18	13	18	1.4	3	22	-3	-2	8
Cc1[nH]c2ccccc2c1/C=N/NC(=O)CNC(=O)c1ccccc1	4	2	-18	5	0.1	0	-13	-2	2	14
CC1=NN(C(=O)Cc2ccc([N+](=O)[O-])cc2)C(O)(c2cccnc2)C1 (stereo unspecified)	-1	·	·	-4	·	0	-42	·	0	13
CCOc1ccc(NC(=O)CC2C(=O)N(C)C(=S)N2Cc2ccco2)cc1 (stereo unspecified)	0	7	0	4	0.2	-4	-17	-1	3	10
CCN(CC(=O)Nc1ccccc1C(F)(F)F)C(=O)CCc1nc2ccccc2c(=O)[nH]1	-1	7	14	4	0.0	1	-19	2	3	3
Cc1nn(CCCC(=O)NC2CCC(C)CC2)c(=O)c2nn(-c3ccccc3)c(C)c12 (stereo unspecified)	-1	37	1	-2	-0.3	1	-20	-1	2	6

For reference, part of the list above.
SMILES	GSK3A inh	aSyn UTR inh	HSF-1 act	IEC-6 cytotox	HIF activator	HSP90 inh	KLF5 inh	HSF1 inhib	GSK3beta inhib	AI-2 QS modul
CCOC(=O)C(=Cc1ccc(-c2ccsc2C(=O)OC)o1)C(=O)OCC	0	-88	90*	9	1.2	-5	-21	75	0	2
COc1cccc(C(=O)N2CCC(O)(c3cccnc3)CC2)c1	-1	15	-20	3	-0.2	0	1	-7	-25	9
CCOc1ccccc1NC(=O)C1Cc2ccccc2CN1S(C)(=O)=O (stereo unspecified)	-1	4	-1	-3	0.2	-3	-26	-4	-2	20
O=C(COc1ccc2c3c(c(=O)oc2c1)CCC3)N[C@@H](CSCc1ccccc1)C(=O)O	-4	-6	3	0	-0.1	-1	-28	2	2	24
COc1ccc(C2=NS(=O)(=O)N(C)C(C(=O)N3C(C)CCCC3C)=C2)cc1 (stereo unspecified)	1	-11	-13	6	0.2	-3	-26	-3	3	23
N#CCc1ccc(OC(=O)c2cccnc2Cl)cc1	0	-59	-2	·	0.3	·	·	-5	2	2
CC(C)CC(C)N1CCC(n2nccc2NC(=O)CCc2ccccc2)CC1 (stereo unspecified)	-1	-28	-6	14	-0.3	3	-13	1	3	13
CNS(=O)(=O)c1cccc(C(=O)OCC(=O)N2c3ccccc3CC2C)c1 (stereo unspecified)	-1	27	-42	0	0.7	2	4	-24	1	11
CCN(CC)S(=O)(=O)c1ccc(C2=NOC3(C2)N(C)c2ccccc2C3(C)C)cc1 (stereo unspecified)	-1	50	9	-2	-0.9	-4	-24	6	0	-2
Cc1cc(NC(=O)c2cc(C3CC3)on2)no1	-1	-96	12	5	2.5	3	-63	9	0	16
Cc1ccc(-c2nnc(SCC#CCOC(=O)c3ccco3)o2)cc1	-1	-66	7	1	2.5	2	-39	0	3	23
CCOC(=O)c1[nH]c(C)c(CN(Cc2ccco2)C(=O)C(F)(F)F)c1C	0	18	13	18	1.4	3	22	-3	-2	8
Cc1[nH]c2ccccc2c1/C=N/NC(=O)CNC(=O)c1ccccc1	4	2	-18	5	0.1	0	-13	-2	2	14
CC1=NN(C(=O)Cc2ccc([N+](=O)[O-])cc2)C(O)(c2cccnc2)C1 (stereo unspecified)	-1	·	·	-4	·	0	-42	·	0	13

Going on with the list.
SMILES	GSK3A inh	aSyn UTR inh	HSF-1 act	IEC-6 cytotox	HIF activator	HSP90 inh	KLF5 inh	HSF1 inhib	GSK3beta inhib	AI-2 QS modul
Cn1c(CNc2nc3ccccc3n2CCN2CCCCC2)nc2ccccc21	·	-22	6	14	0.2	2	-14	3	1	21
Cc1onc(-c2c(Cl)cccc2Cl)c1C(=O)N1C=CC(C(F)(F)F)=NCC1	-2	12	-2	-2	-0.2	0	17	-8	3	19
O=C(Nc1ccc(Cl)cc1)c1cc2nc(-c3ccco3)cc(C(F)(F)F)n2n1	1	-14	-12	-3	0.0	5	28	1	-6	-3
Cc1ccc(C(=O)CCC(=O)NCc2ccccc2)cc1	-2	0	7	2	-0.3	-5	-21	-4	0	1
Nc1nc(SCC(=O)NCC2CCCO2)[nH]c(=O)c1NC(=O)c1ccco1 (stereo unspecified)	-1	-14	10	2	-0.1	2	-22	-2	2	21
CC(=O)/C=C/n1c(=S)oc2ccccc21	-2	-30	141*	6	-5.2	-3	-45	111	0	-96*
O=C(N/N=C/c1cccnc1)c1ccc2c(c1)OCCO2	-1	-82	-73	1	-0.4	2	-60	-63*	-2	24
COC(=O)C(Cc1c[nH]c2ccccc12)NC(=O)c1ccccc1Br (stereo unspecified)	0	7	21	-2	-0.2	2	-14	17	-1	12
Cc1cc(C)nc(OC(C(=O)O)C(OCCC(C)C)(c2ccccc2)c2ccccc2)n1 (stereo unspecified)	-7	23	20	2	-0.1	3	-11	0	2	26
N#Cc1cc(S(=O)(=O)c2ccc(Cl)cc2)c(N)[nH]c1=O	0	-13	0	1	-0.3	-2	6	-9	0	41
CCS(=O)(=O)c1cc([N+](=O)[O-])c(Sc2ccccc2N)s1	1	-91	-11	6	1.7	21*	-14	-8	0	17
Cc1ccc(SC[C@H](c2ccccc2)N2CCN(CC(C)C)CCC2=O)cc1	·	-61	-15	·	0.2	·	·	-5	1	17

2 consecutive compounds out of the list so far, for reference:
SMILES	GSK3A inh	aSyn UTR inh	HSF-1 act	IEC-6 cytotox	HIF activator	HSP90 inh	KLF5 inh	HSF1 inhib	GSK3beta inhib	AI-2 QS modul
Cn1c(CNc2nc3ccccc3n2CCN2CCCCC2)nc2ccccc21	·	-22	6	14	0.2	2	-14	3	1	21
Cc1onc(-c2c(Cl)cccc2Cl)c1C(=O)N1C=CC(C(F)(F)F)=NCC1	-2	12	-2	-2	-0.2	0	17	-8	3	19

Additional results follow.
SMILES	GSK3A inh	aSyn UTR inh	HSF-1 act	IEC-6 cytotox	HIF activator	HSP90 inh	KLF5 inh	HSF1 inhib	GSK3beta inhib	AI-2 QS modul
COc1cc2c(C)nc3c(c(C)nn3-c3ccccc3)c2cc1OC	6	2	-4	5	0.2	1	-9	-4	3	15
CC(=O)Nc1cc(C)c2nc(NC(C)=O)sc2c1	-1	-90	3	2	1.1	0	-57	7	0	13
COc1cc(C(=O)NCc2cc3ccccc3n2C)cc(OC)c1OC	-1	28	4	0	-0.5	3	-44	3	-2	-5
Nc1ncn(C23CC4CC(CC(C4)C2)C3)n1	2	10	4	-4	-0.4	-7	-19	0	-2	20
